SR-BI uptake up: activators of SR-BI mediated DiI-HDL uptake, primary screen, ldlA[mSR-BI] CHO cells, DiI fluorescence; 3 h; 100 = double the neutral-control signal; activation, % at 12.5 µM; actives 0.096% (n = 320,000);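 active = mean replicate activation of at least 60% and every replicate at or above 60%; inconclusive = mean or all-replicate condition met, but not both; inactive = mean below 60% and not all replicates reaching 60%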;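 also: 0% = median plate neutral-control signal and 100% = twice that signal; values of inactives mirror those of a sister screen read the other way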
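System: CHO ldlA[mSR-BI] cells / Medium: HEPES-buffered (25 mM, pH 7.4) F12 plus 0.5% BSA / Probe or stimulus: labelled HDL, 10 µg/mL / Doses: single compound concentration, delivered by pin transfer / Schedule: 3 h, 37 °C / Measured by: DiI fluorescence, bottom read / Measure: cell-associated DiI fluorescence as measure of HDL uptake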
MITF act: activators of MITF-driven TRPM1 promoter reporter, primary screen, cell-based, SK-MEL-5, luciferase, single point; SK-MEL-5 TRPM1-promoter luciferase, 24 h; % of positive control, neutral wells = 0; activation, % at 12.5 µM; actives 0.75% (n = 300,000); AID 588334, 2011;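 active = mean activation of at least 80% with every replicate also reaching 80%; inconclusive = mean reaches 80% but some replicate falls short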;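 also: 0% = neutral control wells and 100% = parthenolide positive control wells; values of inactives mirror those of a sister screen read the other way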
phage Ecoli inh: growth loss of phage-infected E. coli, primary screen, RecBCD inhibitor project, absorbance, with phage, HTS; inhibition, % at 11.9 µM; actives 0.26% (n = 360,000); in the data active = inhibition above about 11%
Tat export inh: E. coli Tat export inhibitors, primary screen, MC4100, TorA-mCherry reporter, fluorescence, single point | actives 0.036% (n = 340,000) | inhibition, % at 10 µM;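 active = mean replicate inhibition at least 50% and at least half of replicates individually reaching 50%; inconclusive = only one of the two criteria met; inactive = neither criterion met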;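 also: exported cargo escapes ClpAP degradation while cytoplasmic cargo is degraded and loses fluorescence; 0% = median of neutral control wells and 100% = median of NaSCN control wells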
SR-BI DiI inh: inhibitors of SR-BI mediated HDL lipid uptake, primary screen, ldlA[mSR-BI] cells, fluorescence, single point. Scavenger receptor class B member 1 (Mus musculus), Q61009. ldlA[mSR-BI] CHO cells, DiI-HDL uptake fluorescence, 3 h. inhibition, % at 12.5 µM. actives 0.96% (n = 320,000). AID 488896, 2010;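 active = mean replicate inhibition of at least 70% and a set share of replicates each scoring 70 or more; inconclusive = meets just one of the two criteria; inactive = fails both criteria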;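 also: 0% = median of neutral control wells and 100% = median of positive control wells; values of inactives mirror those of a sister screen read the other way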
Target sequence (Q61009 whole entry, looked up): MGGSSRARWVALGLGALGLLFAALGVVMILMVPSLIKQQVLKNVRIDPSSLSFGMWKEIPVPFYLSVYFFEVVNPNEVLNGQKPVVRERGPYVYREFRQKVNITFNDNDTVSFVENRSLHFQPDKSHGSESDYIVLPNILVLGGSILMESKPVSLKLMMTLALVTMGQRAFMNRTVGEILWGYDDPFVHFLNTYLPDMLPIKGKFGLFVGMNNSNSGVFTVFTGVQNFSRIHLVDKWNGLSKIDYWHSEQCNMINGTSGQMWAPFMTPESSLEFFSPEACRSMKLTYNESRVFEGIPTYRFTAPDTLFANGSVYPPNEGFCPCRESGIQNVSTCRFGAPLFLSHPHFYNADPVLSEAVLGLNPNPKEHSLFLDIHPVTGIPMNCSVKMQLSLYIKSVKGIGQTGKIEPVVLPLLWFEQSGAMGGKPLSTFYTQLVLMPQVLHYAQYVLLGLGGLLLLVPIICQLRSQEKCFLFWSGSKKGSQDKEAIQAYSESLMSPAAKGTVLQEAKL
AddAB inh: growth inhibition of E. coli expressing H. pylori AddAB, primary screen, AddAB inhibitor project, absorbance; actives 0.29% (n = 330,000); inhibition, % at 11.9 µM; AID 435030, 2010; in the data active = inhibition above about 12%;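 also: 0% = vehicle wells of infected cells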
CAL PDZ FP-1: untagged CAL PDZ binding inhibitors, primary screen, biochemical, fluorescence polarization, HTS; actives 0.92% (n = 300,000); inhibition, % at 24.9 µM; AID 602252, 2012; purified CAL PDZ, TMR-peptide fluorescence polarization, 1 h; Golgi-associated PDZ and coiled-coil motif-containing protein (Homo sapiens), Q9HD26;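 active = mean inhibition of at least 30% with at least half of replicates also reaching 30%; inconclusive = no clear call, values can overlap the other calls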;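 also: 0% = DMSO neutral control and 100% = excess unlabeled competitor peptide PRC23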
Wnt bcat act: Wnt/beta-catenin pathway activators, primary screen, cell-based, plate reader, single point. activation, % at 9.35 µM. Wnt/beta-catenin reporter cell assay, activator. actives 1.2% (n = 300,000); in the data active = activation above about 30%, passing the limit was not always enough; inconclusive = no clear call, values can overlap the other calls;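 also: 0% = neutral control wells and 100% = positive control wells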
E coli growth: E. coli V3065 growth inhibition, primary screen, counter-screen for AddAB inhibitor project, absorbance, OD600; 18 h; inhibition, % at 11.9 µM; actives 0.27% (n = 330,000);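 active = inhibition above the campaign's mean inhibition across all tested compounds plus 3 SD, cut at about 9.9% in these data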;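 also: uninfected addAB+ strain grown without phage in ampicillin broth; 0% = DMSO wells and 100% = ciprofloxacin 0.95 µg/ml wells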
CAL PDZ FP-2: CAL PDZ peptide-binding inhibitors, primary screen, biochemical, fluorescence polarization, Cer-tagged CAL PDZ, HTS; Golgi-associated PDZ and coiled-coil motif-containing protein (Homo sapiens), Q9HD26; purified CAL PDZ, TMR-peptide fluorescence polarization, 1 h; inhibition, % at 20 µM; actives 0.02% (n = 330,000); AID 504414, 2011;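 active = highest replicate inhibition of at least 40%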;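 also: plate controls were DMSO neutral control wells for no effect and unlabeled competitor peptide control wells for full effect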
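Test system: purified CerCALP PDZ construct; Compound dosing: one concentration, 20 µM compound; Also added: TMR-labelled reporter peptide T*-PRC34 bound in PDZ groove; Read-out: inhibition from polarization loss; Controls: unlabelled peptide and DMSO controls; Signal: FP readout, S and P plane fluorescence; Incubation: 1 h at RT.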
Numbers without * were called inactive; u = inconclusive; x = no result given. Rows were taken by chance. About 3.6% of those tested had a hit in this group.

SMILES	SR-BI uptake up	MITF act	phage Ecoli inh	Tat export inh	SR-BI DiI inh	AddAB inh	CAL PDZ FP-1	Wnt bcat act	E coli growth	CAL PDZ FP-2
CC(=O)N1CCc2cc(S(=O)(=O)CCC(=O)Nc3c(C)n(C)n(-c4ccccc4)c3=O)ccc21	18	6	1.9	3	-18	2.5	-10	-1	-1.9	0.3
C[C@H](CO)N1C[C@H](C)[C@@H](CN(C)Cc2ccccc2)Oc2c(NS(=O)(=O)c3ccccc3)cccc2C1=O	5	-8	-0.2	-6	-5	3.2	2	-2	0.6	0.3
CCOC(=O)Cc1csc(NC(=O)c2sc3nc4cc(C)ccc4cc3c2N)n1	-50	15	0.9	-3	50	1.0	-3	-2	-0.8	-0.2
CCC(C)NC(=O)C1c2ccccc2C(=O)N1Cc1ccc(F)cc1 (centres undefined)	14	-7	1.8	2	-14	-1.3	-5	0	-1.0	-1.2
COc1ccc2c(CCNC(N)=S)c[nH]c2c1	30	5	1.9	1	-30	-0.8	0	7	-2.0	-0.5
Cc1cccc(Cc2cnc(NC(=O)c3ccc(C)o3)s2)c1	10	88*	1.3	12	-10	1.0	-5	51*	-5.4	-3.3
CCn1c(N2CCN(C(c3ccccc3)c3ccccc3)CC2)nc2c1c(=O)[nH]c(=O)n2C	-4	x	2.7	4	4	x	0	0	x	-0.9
CC(C)(C)c1ccc(-c2noc(CCC(=O)NCC3CCCO3)n2)cc1 (centres undefined)	29	-84	1.1	3	-29	0.3	x	x	1.1	-1.9
Cn1c(=O)c(-c2ccccc2)cc2ccccc21	-4	14	3.0	5	4	x	0	-4	x	-1.0
CC(O)(CS(=O)(=O)Cc1cccc(C(F)(F)F)c1)C(=O)Nc1cccc(C(F)(F)F)c1 (centres undefined)	14	10	0.9	-5	-14	0.6	x	x	0.2	-1.0
Cc1ccc(S(=O)(=O)c2cc3c(=O)n4ccccc4nc3n(C3CCCCC3)c2=N)cc1	x	17	-0.1	-8	36	0.7	x	0	1.8	-0.7
O=C(CCCOC(=O)c1ccc(O)cc1O)c1ccccc1	x	22	3.1	2	-31	3.8	-7	10	0.5	-0.8
O=C(NCC1CCCO1)c1ccc(NC(=O)c2cccc(Br)c2)cc1 (centres undefined)	-24	11	1.8	9	24	0.2	-2	0	-0.1	-2.5
CCOc1cc(/C=N/N=C(/N)c2nonc2N)cc(Br)c1OCc1ccc(Cl)cc1	-36	x	0.6	-8	36	3.8	x	-3	0.1	-0.6
Cc1cc2occ(CC(=O)NC3CCCc4ccccc43)c2cc1C (centres undefined)	-22	-7	3.8	2	22	0.7	0	-4	-2.5	-1.8
COc1ccc(NC(=O)Nc2nnc(-c3cccs3)s2)cc1	x	98*	-0.8	8	x	2.5	1	41*	-0.2	-4.2
CC12CN3CCN(CC(C3)C1(O)CN1CCCCC1)C2 (centres undefined)	39	5	-0.4	-2	-39	2.9	-2	x	2.3	-1.2
N#C/C(=C\c1ccco1)C(=O)Nn1cnnc1	29	9	2.6	0	-29	1.2	-5	0	0.6	-0.7
O=S(CC(O)COCc1ccc(Cl)cc1)c1ccccn1 (centres undefined)	25	-10	0.9	-7	-25	0.9	-1	x	-0.2	-0.6
O=C1NC[C@H](Cc2ccccc2)N(C[C@H]2CCCN2C[C@H](Cc2ccccc2)N2C[C@H](Cc3ccc(O)cc3)N(CCc3ccccc3)C(=O)C2=O)C1=O	-23	-4	3.1	11	23	x	-5	-4	x	-1.8
Cc1nnc(NC(=O)CSc2nc(C(C)C)nc3ccccc23)s1	19	-15	2.7	-4	-19	-0.3	-2	-2	-0.4	-2.2
COc1ccc(NC(=O)CSc2nnc(N)s2)cc1S(=O)(=O)N1CCCCC1	-7	x	0.3	-2	7	4.2	-3	1	1.1	-0.2
CC(=O)Nc1nc(C)c(-c2nc3ccc([N+](=O)[O-])cc3[nH]2)s1	-10	13	0.1	3	10	-0.7	-5	0	-1.6	-1.7
CCOc1cccc(NC(=O)Cn2nc(-c3ccc4c(c3)OCCO4)ccc2=O)c1	-8	-4	-0.1	8	8	1.0	-1	x	1.8	-1.8
Cc1ccc(C)c(OCCC(=O)OCC(=O)Nc2cc(S(=O)(=O)N3CCOCC3)ccc2C)c1	22	1	0.2	6	-22	0.3	8	-4	-0.1	-0.5

Additional records follow:
SMILES	SR-BI uptake up	MITF act	phage Ecoli inh	Tat export inh	SR-BI DiI inh	AddAB inh	CAL PDZ FP-1	Wnt bcat act	E coli growth	CAL PDZ FP-2
O=C(c1ccc(CS(=O)Cc2ccccc2Cl)o1)N1CCN(c2cccc(Cl)c2)CC1 (centres undefined)	-21	-5	0.2	13	21	3.5	-3	-2	-1.5	-1.7
Cc1cc(C)n(-c2nc3ccccc3c(=O)n2OC2CCCCC2)n1	17	-17	-0.1	-13	-17	1.6	-1	-3	-3.1	0.9
CC(C)c1ccc(C(C(=O)NC(C)(C)C)N(C(=O)CNC(=O)c2ccco2)c2cccnc2)cc1 (centres undefined)	6	x	0.9	6	-6	1.0	x	x	-0.7	0.4
O=C(O)C12C3CCC(O3)C1(C(=O)O)C1CCC2O1 (centres undefined)	8	6	0.2	-11	-8	x	-1	-2	x	-4.2
O=C(CN1CCC(n2nnc3cc(C(F)(F)F)ccc32)CC1)Nc1ccc2c(c1)CCC2	-41	-9	1.6	-1	41	-1.2	-2	x	-2.5	0.6
CCn1c(SC)nnc1-c1c[nH]c2ccccc12	20	-1	3.1	-1	-20	0.2	-7	9	2.9	-0.7
Cc1cc(C)n(-c2cc(C)c(C)cc2Br)n1	-9	x	2.1	-2	9	-0.6	-2	-6	-1.8	-4.3
Cc1ccc2nc(SCCCCOc3ccccc3)[nH]c2c1	x	4	x	11	x	0.0	-4	x	2.4	-0.7
Nc1nc(Cl)nc2c1ncn2C1CC(O)C(CO)O1 (centres undefined)	12	-11	2.2	16	-12	1.6	1	-5	1.2	0.5
Cc1nccn1CC(O)Cn1c2ccccc2c2ccccc21 (centres undefined)	14	10	3.3	13	-14	0.2	-3	-1	2.1	-0.1
COc1ccc(-c2cc(C(F)(F)F)nc(SCCC(=O)N3CCOCC3)n2)cc1	-45	-9	2.8	-4	45	-1.6	-3	x	-1.3	-0.1
CCc1nnc(NC(=O)/C=C/c2cccs2)s1	-4	u	1.9	-4	4	-0.1	-2	9	3.8	1.0
COc1ccc(C(=O)COC(=O)CCN2C(=O)C3C4CCC(C4)C3C2=O)cc1 (centres undefined)	30	3	4.0	-1	-30	-0.5	-3	-1	2.3	-1.4
O=C(COC(=O)c1cccc([N+](=O)[O-])c1)NNC(=O)c1cccs1	16	2	0.8	-3	-16	2.4	x	-4	0.3	-3.2
CC12CC3CC(C)(C1)CC(C(=O)NCc1ccncc1)(C3)C2	28	-5	0.9	1	-28	3.8	-2	0	-0.3	-0.1
Cc1cc(C)n2nc(S(=O)(=O)NCCc3ccccc3)nc2n1	-5	10	1.7	4	5	4.6	-2	2	-1.4	1.0
CC(C)OC(=O)/C(C#N)=C/c1c[nH]c2ccccc12	22	3	1.5	10	-22	2.5	-3	5	0.5	-0.4
CCCc1cc(=O)oc2c(CN3CCOCC3)c(O)ccc12	4	-2	4.8	1	-4	1.6	-1	-3	0.9	-1.1
O=C(C1CCC(CNc2c(N3CCCCC3)c(=O)c2=O)CC1)N1CCCCC1 (centres undefined)	-2	x	3.8	1	2	1.1	x	-2	-0.3	-0.8
O=C(CCC1CCCCC1)NNC(=O)c1cnccn1	12	-7	-4.0	-13	-12	-6.3	x	-4	-9.1	-0.2
Cc1c(C(=O)N2CCCCC2)c(S(=O)(=O)N(C)Cc2ccco2)c(C)n1C	19	-7	2.2	1	-19	1.0	-2	1	-2.9	-2.8
COc1ccccc1COC(=O)c1cccc(S(=O)(=O)N2CCCC2)c1	-33	6	2.6	-3	33	x	-7	-1	x	-1.6
CN(CC(=O)Nc1ccc(F)c(F)c1F)C(=O)Cn1cnc2c1c(=O)n(C)c(=O)n2C	11	5	1.2	-6	-11	0.6	-3	1	0.2	1.1
C=CCN(c1ccccc1)S(=O)(=O)c1cccc2cccnc12	x	3	-3.9	34	x	1.4	5	0	3.8	-2.0
COc1ccc(-c2coc3c(CN4CCCCC4C)c(O)ccc3c2=O)cc1 (centres undefined)	-28	-15	4.0	11	28	1.0	-3	0	0.8	0.7

The results go on:
SMILES	SR-BI uptake up	MITF act	phage Ecoli inh	Tat export inh	SR-BI DiI inh	AddAB inh	CAL PDZ FP-1	Wnt bcat act	E coli growth	CAL PDZ FP-2
CCOc1ccc(NC(=O)NCc2ccco2)cc1	10	17	3.6	4	-10	-1.8	-1	7	0.3	-1.8
Cc1ccc(-c2cc(C(=O)NCCCn3ccnc3)no2)cc1	8	6	1.4	-5	-8	1.0	-8	19	1.1	-4.4
COc1ccc(-c2sc3ccc(N4CCOCC4)cc3c2C#CC(C)(C)O)cc1	-58	18	2.1	-8	58	0.8	-2	-4	0.2	-1.0
C=CCNC(=O)c1cccc(Br)c1	-2	-13	1.4	1	2	1.0	-1	3	0.1	0.2
CC(C)(C)OC(=O)C[C@H]1C/C=C\C[C@@H](CC(=O)N(CCO)Cc2ccccc2)C(=O)N[C@H](Cc2c[nH]c3ccccc23)COC1=O	9	-4	4.6	13	-9	1.1	-1	-4	-1.4	-1.6
NS(=O)(=O)c1ccc(N2CCOCC2)c(C(=O)NCc2cccs2)c1	8	13	0.4	0	-8	-1.6	-4	-4	-2.6	-0.3
COc1cc(CCCN2CCNC[C@@H]2Cc2ccc(O)cc2)cc(OC)c1OC	-14	-3	-0.4	-14	14	2.4	0	-1	-0.1	0.3
O=C(Oc1ccc(NC2=NS(=O)(=O)c3ccccc32)cc1)c1cccnc1	-2	0	7.2	-4	2	3.9	0	-1	1.5	-1.3
CC(C)(C)c1nnc(NC(=O)CCn2cnc3ccccc3c2=O)s1	7	-2	3.0	1	-7	4.0	x	-2	1.0	0.6
COCCCNc1nc2ccccc2nc1NS(=O)(=O)c1cc(Cl)ccc1Cl	33	-3	1.5	2	-33	2.9	-3	-2	0.2	-1.0
CC(=O)/C(CN1CCCCC1)=N\O	-3	16	5.4	3	3	5.4	-4	1	0.4	-2.0
